Screening data: PubChem, several laboratories
M. tuberculosis GlmU: inhibition of mycobacterial GlmU enzyme – biochemical, glucosamine-1-phosphate acetyltransferase (AID 1376). 220,000 compounds, 0.25% hits. M. tuberculosis GlmU acetyltransferase enzyme assay; higher % means a stronger effect. one-dose inhibition, %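 (tested at 30 µM in the primary screen)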; IC50 in µM for titrated hits. Bifunctional protein GlmU (Mycobacterium tuberculosis (strain ATCC 25618 / H37Rv)); in the data active means inhibition above about 13%; inconclusive means no clear call, values can overlap the other calls;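 further: 0% = complete reaction with vehicle and 100% = reaction without substrate; strong numbers were not always called active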
Mtb RmlCD inh: M. tuberculosis RmlC/RmlD coupled enzyme inhibitors, primary screen, biochemical, compound mixtures, 384-well, from 1536-well plates. RmlC+RmlD coupled enzyme assay, percent inhibition; primary screen in compound mixtures. inhibition, % at 3.6 µM. 160,000 compounds, 0.03% hits; in the data active means inhibition mostly above about 34%, no sharp cut-off; inconclusive means no clear call, values can overlap the other calls; inactive means mostly below about 22%; further: some results filed as inactive read as strong as hits
Target sequence (P9WH09 whole entry, looked up): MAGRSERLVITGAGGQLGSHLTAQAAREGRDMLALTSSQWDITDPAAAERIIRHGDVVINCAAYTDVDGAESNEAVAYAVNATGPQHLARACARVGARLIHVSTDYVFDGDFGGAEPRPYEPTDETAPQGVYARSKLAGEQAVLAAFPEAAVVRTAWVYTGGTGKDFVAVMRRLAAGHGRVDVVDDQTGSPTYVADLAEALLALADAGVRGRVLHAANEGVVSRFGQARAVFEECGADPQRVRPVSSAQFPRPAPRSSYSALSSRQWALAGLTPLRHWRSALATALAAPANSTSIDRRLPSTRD
Target sequence (P9WH11 whole entry, looked up): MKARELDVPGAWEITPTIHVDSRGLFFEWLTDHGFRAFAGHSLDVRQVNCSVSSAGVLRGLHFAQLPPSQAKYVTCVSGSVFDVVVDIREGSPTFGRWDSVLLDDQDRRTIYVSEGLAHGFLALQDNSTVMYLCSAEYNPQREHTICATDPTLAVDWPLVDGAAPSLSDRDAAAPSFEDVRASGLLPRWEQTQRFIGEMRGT
Active calls of the source: *; ? = inconclusive; . = no result given.

smiles | M. tuberculosis GlmU | Mtb RmlCD inh
CC(=O)c1cc(-c2ccccc2)n(CCC(=O)NC(C)(C)C)c1C | 1.5% | -10
CCNC(=O)Nc1nc2ccccc2s1 | 3.5% | 1
NS(=O)(=O)c1ccc(CCNC(=S)NC2CCCCC2)cc1 | 5.0% | 7
CC(NC(=O)c1noc2c1CCCCC2)c1ccccc1 (stereo not drawn) | 6.0% | .
COc1cccc(N2CCN(C(=O)c3ccc(=O)oc3)CC2C)c1 (stereo not drawn) | 0.5% | 51
O=C1N(c2ccccc2)C(c2ccccc2)N2CCCN12 (stereo not drawn) | 1.9% | 0
Nc1c(C(=O)NCC2CCCO2)sc(=S)n1-c1ccccc1 (stereo not drawn) | 5.9% | 7
C/C(=N\NC(=O)C1COc2ccccc2O1)c1ccccn1 (stereo not drawn) | 5.6% | 19
C=CCn1c(CSCc2ccccc2)nnc1SCC(=O)N1CCN(c2ccccc2)CC1 | 0.5% | 65
O=c1[nH]c2cnccc2n1-c1ccccc1 | -2.1% | 0
CCC[C@@H]1C[C@@]1(CCC)[C@@H](NC(=O)c1ccccc1)c1ccc(C(=O)OC)cc1 | -4.4% | .
CCCOCCOC(=O)C1=C(C)NC(=O)NC1c1cc(Cl)c(O)c(OC)c1 (stereo not drawn) | 1.6% | .
CCOC(=O)c1ccc(NC(=O)CSc2nnc(C3CCCCC3)n2C)cc1 | -1.8% | .
CCCC(=O)NCCc1cc2ccc(C)c(C)c2[nH]c1=O | 5.6% | -6
O=C(NC(=S)Nc1ccccc1N1CCOCC1)c1ccc(-c2cccc(Cl)c2)o1 | -6.5% | 6

Following part.
smiles | M. tuberculosis GlmU | Mtb RmlCD inh
C/C(N)=C(/C#N)C(=O)COc1ncnc2ccccc12 | 2.9% | -4
O=C(CSc1nc2cc(Cl)ccc2c(=O)n1Cc1ccco1)Nc1ccc(S(=O)(=O)N2CCOCC2)cc1 | 4.3% | 13
CCC(C)(C)n1nnnc1C(c1ccc(Cl)cc1)N1CCN(C)CC1 (stereo not drawn) | -4.8% | 4
CCOP(=O)(OCC)C(O)c1cccnc1 (stereo not drawn) | 5.1% | 0
Cn1nc(NC(=O)CC23CC4CC(CC(C4)C2)C3)c2c(F)cccc21 | -1.9% | 8
CCOC(=O)c1cn2c(C)cccc2n1 | 4.3% | 4
COC(=O)N/N=C\c1cc2c(cc1Br)OCO2 | -4.8% | -13
O=C(/C=C/c1ccc(OC(F)F)cc1)OCC(=O)N1CCN(C(=O)c2ccco2)CC1 | 0.2% | 38
CC(C)(C)C(=O)N1CCC(O)(CS(=O)(=O)c2ccc(Cl)c(Cl)c2)CC1 | 3.9% | -7
O=C(O)CCCN1C(=O)NC2NC(=O)NC21 (stereo not drawn) | 1.0% | .
CCc1cc2c(C)cc(=O)oc2cc1Oc1ncccc1[N+](=O)[O-] | -0.7% | 2
CC(C)=C(NC(=O)c1ccco1)C(=O)NCCc1nc2ccccc2[nH]1 | 2.6% | .
CC(=O)Nc1scc(-c2ccccc2)[n+]1-c1ccc(C)cc1 | -3.2% | -5
CSc1nc(-c2ccccc2)c(C#N)c(=O)n1C | 2.0% | -18
COC(=O)c1scc(C)c1NC(=O)CSc1ccc(Cl)cc1 | 1.6% | -7

Additional records follow.
smiles | M. tuberculosis GlmU | Mtb RmlCD inh
Cc1csc(SCC(=O)N(C)c2c(N)n(Cc3ccccc3)c(=O)[nH]c2=O)n1 | 2.9% | 4
O=C(CN1CCOCC1)Nc1nc2ccc(Br)cc2s1 | 6.3% | -3
Cc1nn(C)c(C)c1NC(=O)/C(C#N)=C\N(C)C | 2.9% | 2
O=C(NNC(=O)c1ccc2ncccc2c1)c1ccc(Cl)cc1 | -4.2% | 11
COc1cc2c(cc1OC)C(c1ccccc1)N(C(=O)CSCC(=O)O)CC2 (stereo not drawn) | -4.3% | 1
Cc1ccc(S(=O)(=O)Nc2nc(C)c(C(=O)Nc3ccccc3)s2)cc1 | 7.7% | -11
N#CC1=C(N)N(c2ccccc2)C2=C(C(=O)CCC2)C1c1ccccc1 (stereo not drawn) | 2.5% | 3
COc1ccc(CCNC(=S)Nc2cccc3ccccc23)cc1 | -6.4% | 2
O=C(c1ccc2snnc2c1)N1CCOCC1 | -2.4% | 22
COc1ccc(NC(=O)CSC2CC(=O)N(c3ccc4c(c3)OCCO4)C2=O)cc1 (stereo not drawn) | 3.4% | -1
COc1cccc(-n2cnc3cccc(N)c32)c1 | -3.9% | -5
O=C(Nc1cccc(Cl)c1)Nc1sccc1-c1nc2ccccc2s1 | 3.2% | -12
CC(=O)O[C@H]1C[C@@H]2CC[C@@H]3[C@H](CC[C@@]4(C)[C@H]3C[C@H]([N+]3(C)CCCCC3)[C@@H]4OC(C)=O)[C@@]2(C)C[C@@H]1N1CCCCC1 | -6.3% | .
CCNc1ncnc2c1cnn2C | 2.4% | -5
Cc1ccc(/C=C2/C(=O)N=C(N)N2C)s1 | 6.2% | 3

Next compounds:
smiles | M. tuberculosis GlmU | Mtb RmlCD inh
CC(SCC(=O)O)c1nc2ccccc2[nH]1 (stereo not drawn) | -2.3% | 7
O=C(COc1ccccc1)Nc1cc(C(F)(F)F)ccc1N1CCCC1 | 1.5% | 11
CCSc1nc2c(c(=O)n1-c1ccc(F)cc1)SCC2 | -1.7% | -34
COC(C[C@H]1O[C@H]1C(=O)[C@@H](C)OCc1ccccc1)OC | 0.4% | .
CC(C)[C@@H](N)C(=O)N/N=C/c1ccc2ncccc2c1 | -4.7% | -2
COc1cc(N(C(=O)Cc2cccs2)C(C(=O)NC2CCCCC2)c2ccc(C)cc2)ccc1-n1cnnn1 (stereo not drawn) | 0.9% | 0
O=C(Cc1c(F)cccc1Cl)Nc1ccccc1N1CCCCC1 | -4.6% | 1
COc1ccccc1NS(=O)(=O)c1cccc(C(=O)N/N=C2\CC(=O)CC(C)(C)C2)c1 | 0.7% | .
COc1ccc2c(C)c(Cc3ccccc3)c(=O)oc2c1OC | -0.6% | -4
COc1ccc(-c2nc(C#N)c(NCC3CCCO3)o2)cc1 (stereo not drawn) | -3.1% | 0
CC(C)(C)SCCNS(=O)(=O)c1ccc(C#N)cc1 | 4.1% | -9
CCCCNC(=S)N(Cc1c(C)noc1C)c1ccccc1 | 2.2% | -12
O=C(NCc1ccc(F)cc1)C1CCCN(S(=O)(=O)c2cccc3nsnc23)C1 (stereo not drawn) | 1.1% | -7
COc1ccc(CN2C(=O)C(O)(CC(=O)c3c(C)n[nH]c3C)c3ccccc32)cc1OC (stereo not drawn) | -1.1% | 4
Cc1cc(C(=O)Nc2c(C)cccc2C)n(-c2ccccc2)n1 | 7.8% | 6

Further compounds follow.
smiles | M. tuberculosis GlmU | Mtb RmlCD inh
Cc1onc(-c2ccccc2Cl)c1C(=O)N1CC(C)OC(C)C1 (stereo not drawn) | ? | .
O=C(COC(=O)c1ccccc1)NCc1ccco1 | 1.2% | .
COc1cc(C(=O)NCc2ccc3c(c2)cc(C)n3C)cc(OC)c1OC | -3.4% | 1
O=C(COC(=O)c1cnccn1)c1ccccc1 | -4.8% | 24
COc1ccc(S(=O)(=O)N[C@@H](CC(C)C)C(=O)O)cc1 | 2.2% | .
COc1cc(C(=O)Nc2ccc3c(c2)N(C(=O)CCN(C)C)c2ccccc2CC3)cc(OC)c1OC | 6.3% | 11
O=C(NCCc1ccccc1)C1CCCN(C(=O)NC2CCCCC2)C1 (stereo not drawn) | 0.5% | 12
COCCCn1c2nc3ccccc3nc2c2c(=O)n(Cc3ccccc3Cl)cnc21 | -3.8% | .
CCO[C@@H]1OC(C(=O)NCc2ccccc2)=C[C@H](c2ccccc2)[C@H]1CCCO | -2.6% | .
O=C(COC(=O)C1CCCCC1)Nc1ccc([N+](=O)[O-])cc1 | -3.5% | .
CSCCC(NC(=O)c1cncc(Br)c1)C(=O)O (stereo not drawn) | -2.3% | 37
CN(CCC#N)C(=O)COC(=O)c1ccccc1C(=O)c1ccc(Cl)c([N+](=O)[O-])c1 | -1.9% | -16
O=C(CS(=O)(=O)c1ccccc1)NCc1ccco1 | 2.0% | -2
Cc1cc(C)cc(NC(=O)C2(c3ccccc3)CC2(Cl)Cl)c1 (stereo not drawn) | 6.2% | .
COc1ccccc1N1C(=O)NC(=O)/C(=C/c2ccc3c4c(cccc24)CC3)C1=O | -4.7% | 12

Record cards (already shown). Order of values: M. tuberculosis GlmU | Mtb RmlCD inh
COc1cc(C(=O)NCc2ccc3c(c2)cc(C)n3C)cc(OC)c1OC is listed with -3.4% | 1
CCCOCCOC(=O)C1=C(C)NC(=O)NC1c1cc(Cl)c(O)c(OC)c1 (stereo not drawn) is listed with 1.6% | .
CCNC(=O)Nc1nc2ccccc2s1 is listed with 3.5% | 1
CCCC(=O)NCCc1cc2ccc(C)c(C)c2[nH]c1=O is listed with 5.6% | -6
COc1cc(N(C(=O)Cc2cccs2)C(C(=O)NC2CCCCC2)c2ccc(C)cc2)ccc1-n1cnnn1 (stereo not drawn) is listed with 0.9% | 0

New compounds follow
smiles | M. tuberculosis GlmU | Mtb RmlCD inh
CCCn1c(SCC(=O)/C(C#N)=C(\C)N)n[nH]c1=O | 2.8% | -3
CCN(CC)CCNC(=S)Nc1ccc2nc3n(c(=O)c2c1)CCCCC3 | 1.2% | -9
COc1ccc(N2C(=O)CCC(C(=O)O)C2c2ccc(OC)c(OC)c2)cc1 (stereo not drawn) | 1.8% | 14
Cc1cc(CNC(=O)C2(C(F)(F)F)CC(CCCO)CCCO2)nn1C (stereo not drawn) | -0.9% | .
CCOc1cc(/C=C(/C#N)c2ccc(F)cc2)ccc1OCc1ccc(C(=O)O)o1 | -0.3% | .
S=c1[nH]nc(-c2cccnc2)n1/N=C/c1cccs1 | 12% | .
CC1=C(C(=O)OC(C)C)C(c2cccc([N+](=O)[O-])c2)n2c(cc(=O)[nH]c2=S)N1 (stereo not drawn) | 5.8% | -9
CCc1[nH]c(=O)c(C#N)c2c1CSC(C)(C)C2 | 4.7% | .
COC(=O)C1CCN(c2ccc(C(N)=O)cc2[N+](=O)[O-])CC1 | 7.0% | -10
CCS(=O)(=O)N1CCC(NC(=O)c2cc(OC)cc(OC)c2)CC1 | 6.3% | 1
CNS(=O)(=O)c1ccc(N2CCCC2=O)c([N+](=O)[O-])c1 | -0.6% | -8
O=C(NC(=S)NNC(=O)c1cnccn1)c1ccc(Cl)cc1 | -1.2% | -5
Cc1nnc(NC(=O)c2nn(CC(C)C)c(=O)c3ccccc23)s1 | -1.1% | -7
Cc1ccccc1NC(=O)CC1(c2ccc(N(C)C)cc2)C(=O)c2ccccc2C1=O | 2.4% | .
CC(CCCC(C)(C)O)NCCO (stereo not drawn) | -1.1% | .

Continuation:
smiles | M. tuberculosis GlmU | Mtb RmlCD inh
CCOc1ccc(Cc2c(Cl)nc(SC)nc2N(C)C)cc1 | -5.0% | 42
O=C(Nc1ccc(C(O)(C(F)(F)F)C(F)(F)F)cc1)c1ccc(Cl)c([N+](=O)[O-])c1 | -2.2% | .
CCOc1ccc(NC(=O)C2CSC(c3ccncc3)=N2)cc1 (stereo not drawn) | -8.5% | .
COc1cc(C(=O)N(CCc2ccccc2)C2CC3CCC(C2)N3C)cc(OC)c1OC (stereo not drawn) | 5.0% | 10
CC(=O)NC1=NN(C(C)=O)C(C)(c2ccccn2)S1 (stereo not drawn) | 1.6% | 0
COc1ccc(C(=O)Nc2ccccc2C(=O)NC(Cc2ccc(O)cc2)C(=O)NNC(=O)c2ccccc2Cl)cc1 (stereo not drawn) | -0.8% | -8
O=C(CCc1nc2ccccc2c(=O)[nH]1)Nc1ccc(Cl)c(Cl)c1 | 1.1% | -5
Clc1ccc(C2=CSC3=NCCN23)cc1Cl | 3.9% | .
COc1ccccc1CC(=O)NCc1nn(-c2ccccc2)nc1C | 4.2% | 4
O=C(OCc1nc2ccccc2s1)c1ccc(Br)s1 | 1.8% | 11
Cc1nccnc1Sc1ccccc1 | 1.0% | -10
CNC1=C(N(C(C)=O)c2ccc(Br)cc2)C(=O)c2ccccc2C1=O | 2.3% | .
N=c1n(CCO)c2ccccc2n1CCN1CCCCC1 | -1.6% | 14
O=C(O)CCC(=O)N1CCc2cc(S(=O)(=O)NC3CCCc4ccccc43)ccc21 (stereo not drawn) | 5.3% | .
COC(=O)c1ccccc1NC(=O)c1cncc(Br)c1 | -4.2% | 9

Shown with each value named: part of the list above
O=C(CCc1nc2ccccc2c(=O)[nH]1)Nc1ccc(Cl)c(Cl)c1
  M. tuberculosis GlmU: 1.1%
  Mtb RmlCD inh: -5
Clc1ccc(C2=CSC3=NCCN23)cc1Cl
  M. tuberculosis GlmU: 3.9%
  Mtb RmlCD inh: .
COc1ccccc1CC(=O)NCc1nn(-c2ccccc2)nc1C
  M. tuberculosis GlmU: 4.2%
  Mtb RmlCD inh: 4
O=C(OCc1nc2ccccc2s1)c1ccc(Br)s1
  M. tuberculosis GlmU: 1.8%
  Mtb RmlCD inh: 11

Later entries
smiles | M. tuberculosis GlmU | Mtb RmlCD inh
COC(=O)C1=C(c2cc3ccccc3o2)C[C@@H]2CC[C@H]1N2C(=O)NCCCOC(C)C | -4.8% | .
COc1ccc(/C=C(/NC(=O)c2ccccc2)C(=O)N/N=C/c2ccncc2)cc1 | -0.6% | .
COc1cccc(S(=O)(=O)Nc2cccnc2)c1 | -0.5% | .
Cn1c(=O)c2c(ncn2C)n(C)c1=O | -0.5% | .
O=C(O)CCc1nc(-c2ccccc2)c(-c2ccccc2)o1 | 2.8% | 6
Cc1cc(N2CCN(C)CC2)nc(=S)[nH]1 | 4.4% | 8

These rows are one share of the data; rates above refer to the full screens.
